ERAP1 HTS inh: human ERAP1 aminopeptidase inhibitors, primary screen, biochemical, single point, plate reader; recombinant ERAP1, Leu-AMC fluorescence, 60 min; Endoplasmic reticulum aminopeptidase 1 (Homo sapiens), Q9NZ08; actives 0.15% (n = 340,000); inhibition, % at 10.7 µM;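 active = mean replicate inhibition of at least 30%, or all replicates individually reaching that 30% level; inactive = mean below 30% and not every replicate reaching it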;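 note: 0% = neutral control wells and 100% = L-leucinethiol positive control wells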
Target sequence (Q9NZ08 whole entry, looked up): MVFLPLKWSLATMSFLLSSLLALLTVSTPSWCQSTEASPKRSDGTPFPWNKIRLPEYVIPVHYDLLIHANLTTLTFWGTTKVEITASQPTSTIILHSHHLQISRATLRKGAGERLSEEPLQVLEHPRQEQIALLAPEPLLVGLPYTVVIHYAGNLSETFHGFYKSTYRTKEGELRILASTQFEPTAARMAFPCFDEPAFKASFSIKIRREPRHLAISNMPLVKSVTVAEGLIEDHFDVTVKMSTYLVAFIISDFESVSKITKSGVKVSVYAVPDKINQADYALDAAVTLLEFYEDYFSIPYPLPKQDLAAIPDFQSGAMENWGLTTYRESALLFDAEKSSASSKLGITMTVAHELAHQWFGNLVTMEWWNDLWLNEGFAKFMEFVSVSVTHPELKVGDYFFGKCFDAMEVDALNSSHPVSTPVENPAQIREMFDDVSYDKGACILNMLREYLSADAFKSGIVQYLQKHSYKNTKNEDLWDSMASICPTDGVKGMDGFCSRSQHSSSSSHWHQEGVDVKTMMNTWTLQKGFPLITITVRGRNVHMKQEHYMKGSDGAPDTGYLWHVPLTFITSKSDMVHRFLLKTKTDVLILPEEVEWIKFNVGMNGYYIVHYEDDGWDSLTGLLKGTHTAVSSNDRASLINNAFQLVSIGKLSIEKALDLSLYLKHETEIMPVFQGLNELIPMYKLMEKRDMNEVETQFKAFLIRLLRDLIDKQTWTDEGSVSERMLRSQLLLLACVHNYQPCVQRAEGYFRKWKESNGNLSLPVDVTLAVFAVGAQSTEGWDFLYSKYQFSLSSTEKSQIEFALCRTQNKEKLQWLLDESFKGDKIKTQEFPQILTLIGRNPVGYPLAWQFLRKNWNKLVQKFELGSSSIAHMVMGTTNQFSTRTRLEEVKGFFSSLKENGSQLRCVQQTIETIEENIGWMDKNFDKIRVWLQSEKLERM
PGC1a acetyl inh: inhibitors of PGC1a acetylation signal, primary screen, cell-based, U2OS, AlphaScreen, inhibitor mode. actives 0.17% (n = 350,000). inhibition, % at 15.6 µM. AlphaScreen anti-acetyl-lysine; with virally co-expressed GCN5 acetyltransferase. AID 651687, 2012;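 active = every replicate shows inhibition of at least 40%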;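 note: 0% = neutral control wells and 100% = positive control wells; some results beyond the cut were filed as inactive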
Xi reactivation: activators of inactive X chromosome reactivation, primary screen, imaging, XiGFP fibroblasts, GFP high-content imaging, set 2; XiGFP mouse fibroblasts, % GFP-positive cells imaging, 3 d; cells co-treated with 5-aza-dC sensitizer; scaled so ellipticine positive control = 100%; activation, % at 7.58 µM; actives 0.055% (n = 360,000);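 active = mean normalized replicate activation at least 10% and every replicate at or above 10%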;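 note: 0% = median of on-plate neutral control wells and 100% = ellipticine 6 µM median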
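System: SV40-immortalized XiGFP fibroblast cells, line 68-5-11 / Incubation: 3-day compound exposure, then 15 min fixation at room temperature / Compound: single concentration per compound, delivered by pin transfer / Buffer or medium: DMEM plus 5-aza-dC sensitizer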
SIRT5 block: SIRT5 desuccinylase inhibitors, primary screen, biochemical, fluorescence imaging, single point, set 5; NAD-dependent protein deacylase sirtuin-5, mitochondrial (Homo sapiens), Q9NXA8; Purified SirT5, succinyl-peptide AMC, trypsin-coupled fluorescence; inhibition, % at 15 µM; actives 1.1% (n = 330,000); in the data active = inhibition above about 15%
LGR2 antag: inhibitors of bursicon-induced LGR2 CRE-luciferase signal, primary screen, cell-based, HEK293, CRE-luciferase reporter, bursicon stimulation; actives 0.35% (n = 380,000); inhibition, % at 9.99 µM; bursicon-stimulated, 4 h; AID 720647, 2013;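 active = drop in luminescence signal, shown as inhibition above about 50% in the replicate tests, limit read from the data, passing the limit was not always enough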;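 note: agonist challenge used bursicon conditioned medium at about half maximal strength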
Cneo AK release: Cryptococcus neoformans cell lysis inducers, primary screen, AK release luminescence, single concentration; C. neoformans lysis, adenylate kinase release luminescence, 4 h; normalised: neutral wells 0, clomiphene wells 100; lysis activity, % at 15 µM; actives 0.2% (n = 360,000); AID 651654, 2012;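 active = mean lysis activity across replicates of at least 80%, whatever share of replicates individually reach that level; inactive = mean lysis activity below 80%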
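Assay system: C. neoformans cells. Amount: yeast cell density of 5 × 10^6 cells/mL. Technique: AK luminescence. Buffer or medium: YPD. Times: static 4 h at 37 °C with compound, 1 h detection. Dosing: single-point compound dose. Read-out: lysis from increased AK signal.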
C2C12 statin: suppressors of statin myotoxicity in C2C12 myotubes, primary screen, cell-based, single point, plate reader; C2C12 myotubes + simvastatin, ATP luminescence, 48 h; scaled: DMSO 0, geranylgeraniol control 100; rescue of ATP level, % at 7.49 µM; actives 0.78% (n = 330,000);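 active = mean ATP rescue above about 67%, or every replicate alone reaching that limit, limit read from the data, passing the limit was not always enough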;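 note: myotubes were challenged with 10 µM simvastatin during compound exposure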
S100A4 MyoIIA: inhibitors of S100A4-myosin IIA peptide binding, primary screen, biochemical, fluorescence polarization, TAMRA-MyoIIA peptide; inhibition, % at 10.7 µM; AID 652163, 2013; actives 0.14% (n = 360,000);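 active = mean inhibition of at least 70% across replicates, with every replicate also reaching that level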
Target sequence (P26447 whole entry, looked up): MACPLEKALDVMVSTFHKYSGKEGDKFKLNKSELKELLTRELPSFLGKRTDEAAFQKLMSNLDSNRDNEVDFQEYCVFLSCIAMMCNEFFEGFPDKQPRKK
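Test system – S100A4 monomer (human) · Compound – single-point compound testing · Schedule – 5 min incubation before reading · Probe or stimulus – TAMRA-labelled myosin IIA heavy-chain peptide probe, 5 nM · Benchmarks – neutral control DMSO, positive control TFP · Medium – Calcium-containing HEPES buffer, pH 7.2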
The depositor's hits bear a star; . = no result given; & = joins results of further samples.

SMILES	S100A4 MyoIIA	PGC1a acetyl inh	ERAP1 HTS inh	Xi reactivation	LGR2 antag	Cneo AK release	C2C12 statin	SIRT5 block
C[C@@H]1CCCCO[C@H](CN(C)Cc2ccc(Cl)c(Cl)c2)[C@@H](C)CN([C@H](C)CO)C(=O)c2cc(NC(=O)Nc3ccc4c(c3)OCO4)ccc2O1	10	5	-3	-0.7	12	2	.	0
COC(=O)N/N=C/c1cc(N=Nc2ccccc2)ccc1O	8	9	-2	-0.2	-4	2	-8	-3
O=C(/C(=N/N=C/c1ccc(O)c(O)c1)c1ccccc1)c1ccccc1	-2	-13	3	1.0	8	1	.	2
COc1ccc(C2C(C(=O)NCc3ccccn3)CCC(=O)N2c2cc(OC)c(OC)c(OC)c2)cc1 (stereo not drawn)	13	8	.	.	0	4	-1	0
CCOc1cc(/C=N/NC(=O)CSc2cccc3cccnc23)ccc1O	-6	.	6	0.0	-21	.	.	6
Cc1ccc(C(=O)CNc2cc(C)ccc2C)cc1	-1	0	1	0.0	10	-1	0	-1
COc1ccc(C(C)C)cc1S(=O)(=O)Nc1ccncc1	9	5	1	0.1	-15	0	2	.
CCOc1cc(S(=O)(=O)N2CCN(c3ccc(F)cc3)CC2)c(OCC)cc1-n1cnnn1	.	-4	.	.	4	0	-4	.
O=C(CCCc1ccccc1)NCCCc1ccccc1	6	-6	-1	0.0	-8	-1	-8	2
CC(C)CC(=O)Nc1cccc(-c2nc3ccccc3[nH]2)c1	4	-1	.	0.0	-14	-5	.	2
Cc1noc(C)c1COC(=O)[C@H](C)NS(=O)(=O)c1ccc(Cl)c(Cl)c1	.	2	.	.	-20	0	8	.
Cn1cccc1CN1CCC[C@]2(N[C@H](c3ccc(C(F)(F)F)cc3)[C@@H]3C(=O)N(Cc4ccccc4)C(=O)[C@@H]32)C1=O	-1	-6	3	0.2	5	0	-5	0
COc1ccc(-c2ccc([C@@H]3[C@H](CO)N4C(=O)CN(C(=O)c5ccccc5)C[C@@H]34)cc2)cc1	3	6	1	0.4	10	.	.	-3
COc1cc(NC(=O)c2ccccc2Cl)ccc1NC(=O)c1cccs1	3	.	5	-0.1	-106	.	.	-4
O=C(O)c1n[nH]nc1-c1ccccc1	1	.	-6	0.0	12	.	.	1
NS(=O)(=O)c1ccc(NC(=O)CSc2nc(Nc3ccccc3)nc(N3CCOCC3)n2)cc1	-2	-13	-4	0.0	1	-3	7	-6
Clc1ccc(CNc2ncccn2)cc1	6	-2	-5	0.2	9	-2	-5	-1
Cc1ccc(Nc2nc(C)c3c(n2)CC(C)CC3=O)c(C)c1 (stereo not drawn)	-2	4	-1	0.0	-7	.	-5	.
COC(=O)CCCC[C@@H]1O[C@H](CCc2ccccc2)CC2=C1C(=O)OC(C)(C)O2	-33	.	-1	0.1	-10	.	.	-2
CCCNC(=O)N(C)C[C@H]1Oc2cc(C#CC3CC3)ccc2S(=O)(=O)N([C@@H](C)CO)C[C@@H]1C	2	-2	0	-0.3	-8	0	6	1

The closing four entries of the section before open the next one.
SMILES	S100A4 MyoIIA	PGC1a acetyl inh	ERAP1 HTS inh	Xi reactivation	LGR2 antag	Cneo AK release	C2C12 statin	SIRT5 block
Clc1ccc(CNc2ncccn2)cc1	6	-2	-5	0.2	9	-2	-5	-1
Cc1ccc(Nc2nc(C)c3c(n2)CC(C)CC3=O)c(C)c1 (stereo not drawn)	-2	4	-1	0.0	-7	.	-5	.
COC(=O)CCCC[C@@H]1O[C@H](CCc2ccccc2)CC2=C1C(=O)OC(C)(C)O2	-33	.	-1	0.1	-10	.	.	-2
CCCNC(=O)N(C)C[C@H]1Oc2cc(C#CC3CC3)ccc2S(=O)(=O)N([C@@H](C)CO)C[C@@H]1C	2	-2	0	-0.3	-8	0	6	1
COc1ccc(OC)c(-c2csc(-c3cccs3)n2)c1	8	.	-1	0.0	-13	-1	-1	-15
O=C(Nc1ccccc1F)N[C@@H]1CC[C@@H](CCNC(=O)C2CCCCC2)O[C@@H]1CO	14	20	8	-0.5	8	-12	-18	2
O=C(NC(c1ccc(Cl)cc1)c1ccccn1)C1CCN(CCOc2ccc(Cl)cc2Cl)CC1 (stereo not drawn)	17	.	-5	0.0	-6	2	-12	.
O=C(OCC(=O)c1ccc[nH]1)c1ccc(F)c(S(=O)(=O)N2CCOCC2)c1	2	.	-1	0.2	-58	3	-4	-7
COCc1nnc(NC(=O)c2cc(C(=O)OC)cc([N+](=O)[O-])c2)s1	3	.	1	-0.5	.	.	.	-2
CC1CCN(c2ccc(-c3cccs3)nn2)CC1	-3	.	-6	0.1	75*	-3	-47	-3
COC(=O)[C@@]1(Cc2ccccc2)[C@H]2C(=O)N(C)C(=O)[C@H]2[C@H]2CN=C(SCc3ccccc3)N21	3	-2	0	-0.1	-4	-4	-9	-4
COc1ccc(CNC(=O)C(=O)NCC2OCCCN2S(=O)(=O)c2cccs2)cc1 (stereo not drawn)	2	0	-2	-0.1	7	-3	-11	-3
CN1C(=O)c2cc(NC(=O)C3CCCCC3)ccc2OC[C@@H]2O[C@@H](CC(=O)NC3CCCC3)CC[C@H]21	-7	-2	-1	0.0	-1	1	-3	0
C[C@@H]1CN([C@@H](C)CO)C(=O)c2cc(NC(=O)Nc3ccc(F)cc3)ccc2O[C@@H]1CN(C)Cc1ccc(C(F)(F)F)cc1	1	8	-2	0.0	-6	6	-59	3
Cc1noc(C)c1S(=O)(=O)Nc1ccc2c(c1)C(=O)N([C@H](C)CO)C[C@H](C)[C@@H](CN(C)Cc1ccc(C(F)(F)F)cc1)OCCCC[C@H](C)O2	4	26	1	0.1	24	6	.	25*
CC(C)NS(=O)(=O)c1ccc(OCC(=O)Nc2ccc3c(c2)OCCO3)cc1	-2	-7	0	.	-13	-1	1	.
COc1ccc(NC(=O)Nc2ccc3c(c2)C(=O)N([C@H](C)CO)C[C@@H](C)[C@@H](CN(C)C(=O)Nc2ccccc2)O3)cc1	6	-3	-1	0.8	7	-2	0	-3
Nn1c(SCC(=O)Nc2ccc(N3CCOCC3)cc2)nnc1-c1ccccc1F	-4	.	1	0.0	-30	-1	1	-1
Cc1noc(C)c1NC(=O)N(C)C[C@H]1Oc2c(cccc2N(C)C)C(=O)N([C@@H](C)CO)C[C@@H]1C	-2	-12	-2	0.0	19	-4	-32	7
C[C@H](CO)N1C[C@H](C)[C@@H](CN(C)S(C)(=O)=O)Oc2ccc(N(C)C)cc2C1=O	2&1	9&0	2&1	-0.8&0.0	-12&-4	2&0	3&8	-1&-6
Cc1ccc(Cn2c(SCCN3CCCCC3)nc3c2c(=O)n(C)c(=O)n3C)cc1	.	11	.	.	-16	2	-6	.
CC=Cc1ccc2n(c1=O)C[C@@H]1[C@@H](CO)[C@H](C(=O)NCCc3ccccc3)[C@H]2N1C (mixture of isomers)	0	-5	-4	0.9	-2	-3	2	-8
CO[C@@H]1CN(C)C(=O)c2cc(NS(C)(=O)=O)ccc2OC[C@@H](C)N(C(=O)C2CC2)C[C@H]1C	3	-9	1	0.2	4	2	8	3
Cc1cccc(CCNC(=O)C2CCCN(S(=O)(=O)c3cnc[nH]3)C2)c1 (stereo not drawn)	1	.	.	0.0	1	0	4	.
Cc1ccc(Cl)cc1N(CC(=O)NC(C)c1ccccc1)S(C)(=O)=O (stereo not drawn)	-4	-12	-3	0.2	-2	-1	-8	0
COc1ccc(C(=O)N2C[C@@H]3[C@H](c4ccccc42)[C@H](CO)N3C(=O)Cc2ccccn2)cc1	-2	-19	4	-0.1	7	-3	22	2
COC(=O)C[C@@H]1CC[C@H]2[C@@H](COc3ccc(NC(=O)Nc4cccc(C)c4)cc3C(=O)N2C)O1	4	0	2	0.4	-15	-2	-9	-4
Cn1nc(C(F)(F)F)c(C#N)c1N1CCN(c2ccccc2)CC1	10	.	4	.	3	0	-3	-2
CC(C)C(=O)Nc1ccc2c(c1)C(=O)N(C)[C@@H]1CC[C@H](CC(=O)NCc3ccccc3)O[C@H]1CO2	0	-1	-4	0.0	0	15	-43	3
C[C@@H]1CN([C@@H](C)CO)C(=O)c2cc(C3=CCCCC3)cnc2O[C@H]1CN(C)Cc1ccccn1	13	-2	0	-0.1	-2	-2	1	-1
Cc1ccc(OCCOc2ccc(Cl)cc2Cl)c([N+](=O)[O-])n1	-2	.	0	0.1	-26	.	.	4
COc1cccc(NC(=O)c2nnn(CCc3ccccc3)c2N)c1	-8	.	-4	0.2	-39	-1	-14	.
Cc1ccccc1N=C1NC(=O)C(CO)(CO)S1	1	14	2	0.0	5	0	2	-3
CC1CN(C(=O)CCNC(=O)c2ccccc2Cl)CC(C)O1 (stereo not drawn)	8	1	2	0.0	-7	-8	-8	-2
COc1cc(CN2CCN(CCc3ccccc3)C(CCO)C2)cc(OC)c1 (stereo not drawn)	-5	.	0	0.1	0	.	.	0
CCOc1ccc(S(=O)(=O)N(CC)CC(=O)N2CCCC2)cc1	-3	.	.	0.1	3	3	14	-2
COc1ccc(NC(=O)Nc2ccc3c(c2)[C@@H]2C[C@H](CC(=O)N4CCCCC4)O[C@@H](CO)[C@@H]2O3)cc1	2	-7	-4	-0.1	1	-55	0	-4
C[C@H]1CN([C@@H](C)CO)C(=O)c2cccc(NS(C)(=O)=O)c2O[C@H]1CN(C)C(=O)Nc1ccc2c(c1)OCO2	3	-6	0	0.3	19	114*	.	2
O=C(Nc1nnc([C@H]2C[C@H](O)[C@@H](CO)O2)s1)Nc1ccccc1F	1	6	0	0.4	-14	-2	5	.
COC(=O)[C@@]12C[C@@H](CC(=O)NCc3cccc4ccccc34)C(=O)N(Cc3ccccc3)C1=CCC(C)(C)C2	-9	.	-3	0.2	5	.	.	.
C[C@@H]1CCCCO[C@@H](CN(C)C(=O)Nc2ccc(C(F)(F)F)cc2)[C@@H](C)CN([C@H](C)CO)C(=O)c2cc(NC(=O)CCCCCC(=O)Nc3ccccc3N)ccc2O1	0	10	-4	0.1	-1	4	.	.
CCCNC(=O)C(NS(=O)(=O)c1ccc2c(c1)c(=O)n(C)c(=O)n2C)c1ccccc1 (stereo not drawn)	-10	-7	.	0.0	-11	-1	-6	.
O=C(SCC(O)C(O)CS)c1cccs1 (stereo not drawn)	-4	.	.	0.0	-8	9	5	.
Clc1ccc(Br)c(-c2nc3ccccc3[nH]2)c1	-2	-5	0	0.0	16	0	3	.

Screens from PubChem.

These rows are one share of the data; count on the stated rates, not on these rows.
